Shn3 3UTR inh: Schnurri-3 reporter inhibition in Clone20 osteoblasts. Clone20 osteoblast Shn3 3'UTR firefly luciferase, 24 h. inhibition, % at 12.5 µM. 0.52% of 360,000 active. AID 588674;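 active = mean inhibition of at least 75% with every replicate also reaching 75%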;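 note: 0% = median of neutral control wells and 100% = pilot-screen positive control compound; some compounds past the cut are filed as inactive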
TRAIL sens C8: sensitizes caspase-8 expressing cells to TRAIL; NB7+C8 cells + TRAIL, ATPlite viability luminescence; inhibition (viability loss, TRAIL sensitization), % at 10 µM; 1% of 360,000 active; AID 624354;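 active = compounds causing at least 50% loss of cell viability in the single-dose screen, relative to plate controls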
EBV LMP1 NFkB: Epstein-Barr LMP1 NF-kappaB reporter inhibition. LMP1-induced NF-kappaB luciferase reporter cells, luminescence. inhibition, % at 12.5 µM. 0.69% of 350,000 active. AID 504558; in the data active = inhibition above about 41%;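 note: 0% = neutral control wells and 100% = reference inhibitor control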
SRC1 inh: human NCOA1 inhibition | AID 588354 | Q15788 | HEK293 GAL4-SRC1 luciferase reporter, luminescence | inhibition, % at 3.6 µM | 0.12% of 360,000 active;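 active = inhibition above the campaign mean plus 3 SD, with each screening campaign given its own cutoff, cut at about 60% in these data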;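 note: 0% = DMSO treated cells and 100% = gossypol at 36 µM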
KKLEB cytotox: CF airway cell cytotoxicity counter-screen; KKLEB CF airway cells viability, ATPlite luminescence, overnight; hits give low values; cells stimulated with P. aeruginosa culture filtrate; activity change (cytotoxicity), % at 5 µM; 0.36% of 360,000 active; AID 602141;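 active = corrected activity change at or below -50% at 5 µM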
NR5A2 inv ag: inverse agonists of human LRH-1 (NR5A2) | O00482 | HEK293T StAR-luciferase reporter, LRH-1 transfected, 24 h | inhibition, % at 3.6 µM | 0.13% of 360,000 active | AID 602396;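 active = inhibition above the mean inhibition of all tested compounds plus 3 SD, cut at about 73% in these data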;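 note: 0% = DMSO wells and 100% = reporter-only cells lacking LRH-1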
Target sequence (O00482 whole entry, looked up): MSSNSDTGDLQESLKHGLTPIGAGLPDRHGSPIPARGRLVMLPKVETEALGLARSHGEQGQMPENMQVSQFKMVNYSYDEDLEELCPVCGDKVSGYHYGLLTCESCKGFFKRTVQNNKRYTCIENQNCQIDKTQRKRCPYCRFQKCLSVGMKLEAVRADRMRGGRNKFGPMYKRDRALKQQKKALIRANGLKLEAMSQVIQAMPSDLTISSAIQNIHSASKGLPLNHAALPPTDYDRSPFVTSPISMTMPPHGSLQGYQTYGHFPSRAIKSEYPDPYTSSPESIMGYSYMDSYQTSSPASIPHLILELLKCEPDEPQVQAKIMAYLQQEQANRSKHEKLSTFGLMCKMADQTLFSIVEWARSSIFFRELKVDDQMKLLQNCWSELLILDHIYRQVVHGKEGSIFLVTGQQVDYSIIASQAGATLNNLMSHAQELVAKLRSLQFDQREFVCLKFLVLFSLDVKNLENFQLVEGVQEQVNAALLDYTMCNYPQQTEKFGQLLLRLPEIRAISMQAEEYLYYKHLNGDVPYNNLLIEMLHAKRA
TWEAK Fn14 block: blocks TWEAK-Fn14 interaction in a reporter cell assay; TWEAK-stimulated Fn14 reporter cells, luciferase luminescence, 8 h; inhibition, % at 10 µM; 2% of 360,000 active; AID 1159606; in the data active = inhibition above about 50%
NCOA3 inh: inhibitors of human steroid receptor coactivator 3 (SRC3) | HEK293 GAL4-SRC3 luciferase reporter, luminescence | inhibition, % at 3.6 µM | Q9Y6Q9 | 0.17% of 360,000 active | AID 588352;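 active = inhibition above a per-campaign cutoff, the mean of all compounds plus 3 SD, cut at about 60% in these data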;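 note: 0% = DMSO-treated cells and 100% = gossypol-treated cells at 36 µM; higher means less SRC3-driven luciferase light from the GAL4 reporter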
CF NFkB block: blocks PAF-induced NF-kB reporter in cystic fibrosis cells; 0.86% of 360,000 active; inhibition, % at 5 µM; AID 588850; KKLEB NF-kB-GFP reporter, GFP fluorescence overnight;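 active = at least 50% inhibition at 5 µM, scaled per plate between neutral and stimulator controls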;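 note: PAF is a Pseudomonas aeruginosa culture filtrate used as stimulus; plate controls were PAF-stimulated DMSO wells for no effect and unstimulated DMSO wells for full effect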
NR2F2 inh: NR2F2 (human) inhibition, primary screen; P24468; HEK293T NGFI-A luciferase reporter, luminescence; inhibition, % at 8.6 µM; 0.7% of 370,000 active; AID 686940;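 active = inhibition above a per-plate cutoff, mean inhibition of test wells between control levels plus 3 SD, cut at about 38% in these data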;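 note: cells cotransfected with COUP-TFII expression vector driving the NGFI-A reporter; 0% = median of COUP-TF2 test wells and 100% = reporter-only cells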
Target sequence (P24468 whole entry, looked up): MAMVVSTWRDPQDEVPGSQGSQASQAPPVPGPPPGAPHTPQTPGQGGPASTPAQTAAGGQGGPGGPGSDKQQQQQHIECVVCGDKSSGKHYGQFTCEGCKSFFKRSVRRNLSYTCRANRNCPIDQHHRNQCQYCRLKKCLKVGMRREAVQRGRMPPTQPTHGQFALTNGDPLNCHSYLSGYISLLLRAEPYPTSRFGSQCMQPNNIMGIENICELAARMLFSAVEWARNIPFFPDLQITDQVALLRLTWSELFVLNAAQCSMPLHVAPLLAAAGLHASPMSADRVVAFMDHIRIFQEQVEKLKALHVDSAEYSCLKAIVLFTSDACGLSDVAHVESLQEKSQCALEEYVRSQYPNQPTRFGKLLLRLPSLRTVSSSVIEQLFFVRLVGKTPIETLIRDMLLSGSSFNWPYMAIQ
TROY NFkB inh: inhibitors of TROY-dependent NF-kB signaling. Q293 LMP1-TROYcd NF-kB luciferase reporter, 4 h. inhibition, % at 10 µM. 0.98% of 360,000 active;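 active = compounds whose plate-normalised and pattern-corrected inhibition of the luciferase reporter signal at the single screening dose is 50% or more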
The depositor's hits bear a star; . = not tested or not shown. Only part of the results is shown (hit frequency here may not be typical).

SMILES | Shn3 3UTR inh | TRAIL sens C8 | EBV LMP1 NFkB | SRC1 inh | KKLEB cytotox | NR5A2 inv ag | TWEAK Fn14 block | NCOA3 inh | CF NFkB block | NR2F2 inh | TROY NFkB inh
CSc1ccc(-c2ccc3c(c2)c(Sc2ccccc2)c(-c2ccccc2)n3C)cc1 | . | -1 | . | . | . | -3 | 30 | . | . | 7 | -7
Cc1ccc(C(=O)N2CCN(Cc3ccc4c(c3)OCO4)CC2)c(Cl)c1 | 2 | 6 | 20 | 17 | 4 | 22 | -23 | 20 | 22 | 23 | 19
CCCC/C(O)=C/c1nc2ccccc2[nH]c1=O | -12 | -10 | -7 | 2 | 1 | -42 | 2 | 12 | 18 | -13 | 14
C=CCOC(=O)C1=C(C)OC(N)=C(C#N)C1c1c(C)nn(-c2ccccc2)c1Cl (stereo not given) | -15 | 7 | -22 | -5 | 0 | 19 | 28 | 14 | 12 | 6 | 0
COc1ccc(CNC(=O)c2ccccc2[N+](=O)[O-])cc1 | 8 | -12 | -12 | -13 | -6 | 3 | -6 | 15 | 24 | . | 9
CCOC(=O)c1c(C)n(C)c2ccc(OC)c(NC(=O)CCN3CCSCC3)c12 | -11 | 0 | 2 | -22 | -3 | -2 | -16 | -1 | -13 | 1 | -2
CC(C)c1cc(C(=O)NC2CCCc3c2cnn3-c2ccccc2F)no1 (stereo not given) | 60 | 10 | 7 | -2 | -1 | -13 | -22 | -90 | 5 | 4 | 11
O=C(Nc1ccn(Cc2c(F)c(F)cc(F)c2F)n1)c1ccc(COc2ccccc2Cl)cc1 | 18 | 17 | 13 | 15 | -2 | -1 | 27 | 22 | -28 | . | 0
Cn1cc(S(=O)(=O)NCCc2ccccc2)c(=O)n(C)c1=O | . | 1 | -5 | 11 | -2 | -7 | -11 | -5 | -13 | -33 | -8
CCC(C)Sc1ccc([C@@H]2[C@H]3C(=O)N(CC)C(=O)[C@H]3[C@]3(C(=O)OC)CCCCN23)cc1 (stereo not given in full) | 30 | 4 | 5 | 3 | -21 | 7 | 5 | 30 | 16 | 10 | 0
COc1ccc(OC)c(S(=O)(=O)NCC(c2cccs2)N2CCc3ccccc3C2)c1 (stereo not given) | 8 | 5 | 2 | 13 | -8 | -27 | -23 | 6 | 2 | -9 | -14
COc1ccc(C(=O)Nc2ccccc2C(=O)NC(C)C)cc1OC | -24 | -3 | -4 | -5 | -2 | 16 | 3 | 16 | 12 | -6 | -3
O=C(/C=C/c1ccc(Cl)c([N+](=O)[O-])c1)Nc1ccc(N2CCCC2)cc1 | 8 | -5 | -13 | -5 | 10 | 15 | 0 | -5 | -9 | -6 | -2
CC1(C(=O)NS(=O)(=O)c2ccc(F)cc2F)CCN1C(=O)Cc1cccc2ccccc12 (stereo not given) | -2 | -6 | . | 12 | -2 | 28 | -6 | -17 | 7 | 0 | -3
COc1ccc(NC(=O)C2CCCN(S(=O)(=O)c3cccc4cccnc34)C2)cc1OC (stereo not given) | 9 | 11 | -5 | 11 | 13 | -9 | 8 | 3 | 9 | -9 | -1
CCCCN(C)CCNC(=O)c1cc2c(-c3ccccc3F)nn(C)c2s1 | 39 | -3 | -24 | -1 | -6 | -36 | -5 | -7 | 6 | -5 | -9
CCOc1ccccc1N(C)C(=O)c1cc2c(=O)n(CC)c3ccccc3c2s1 | . | 9 | 11 | 11 | 3 | 4 | 3 | 4 | 28 | -3 | 21
CC(NC(=O)c1cc2ccccc2o1)c1ccccc1 (stereo not given) | -14 | -2 | -2 | -15 | -15 | 13 | -3 | 2 | 7 | -12 | -10
Cc1ccc(-n2nnnc2SCc2nc3sc(C)c(C)c3c(=O)[nH]2)cc1 | -9 | -14 | 5 | 6 | 6 | 11 | -7 | -1 | 9 | 0 | -2
O=C(Nc1cc(=O)[nH]c(=O)[nH]1)c1cccc(Br)c1 | -16 | -13 | -13 | 14 | -27 | 27 | 11 | 11 | 21 | 0 | 17
Cc1cc(C)c(NC(=O)CSc2nc3ccc(NC(=O)CSc4nnnn4Cc4ccccc4)cc3s2)c(C)c1 | 5 | 1 | 0 | -14 | -8 | -3 | -14 | -17 | -35 | -18 | -27
Cc1ccccc1N(CC(=O)NCCSC1CCCCC1)S(=O)(=O)c1ccccc1 | 7 | -8 | -2 | 13 | -2 | -6 | 23 | 3 | 13 | -6 | 7
CCCCN1C(=O)C(CC(=O)NCCN2CCOCC2)CC(C(=O)N2CCOCC2)=C1C (stereo not given) | -27 | 7 | 3 | -4 | -1 | 11 | -1 | 1 | 1 | 1 | 8
CC(=O)NN1C(=O)/C(=C\c2ccc(O)cc2)SC1=S | -26 | -3 | -6 | 3 | 16 | 3 | -22 | 5 | -46 | 2 | -11
COC(=O)NNC(=O)/C=C/c1ccccc1 | -60 | 8 | -5 | -2 | -1 | -2 | 2 | 5 | 0 | -4 | 2

In another format: results already given
Compound,Shn3 3UTR inh,TRAIL sens C8,EBV LMP1 NFkB,SRC1 inh,KKLEB cytotox,NR5A2 inv ag,TWEAK Fn14 block,NCOA3 inh,CF NFkB block,NR2F2 inh,TROY NFkB inh
Cc1cc(C)c(NC(=O)CSc2nc3ccc(NC(=O)CSc4nnnn4Cc4ccccc4)cc3s2)c(C)c1,5,1,0,-14,-8,-3,-14,-17,-35,-18,-27
COc1ccc(CNC(=O)c2ccccc2[N+](=O)[O-])cc1,8,-12,-12,-13,-6,3,-6,15,24,.,9

Going on with the list.
SMILES | Shn3 3UTR inh | TRAIL sens C8 | EBV LMP1 NFkB | SRC1 inh | KKLEB cytotox | NR5A2 inv ag | TWEAK Fn14 block | NCOA3 inh | CF NFkB block | NR2F2 inh | TROY NFkB inh
Cc1cccc(C(=O)Nc2ccc3c(c2)C(=O)N(CC(C)C)C3=O)c1 | -9 | 37 | -34 | -76 | 4 | -37 | -4 | -65 | -6 | -21 | -12
CN1CCc2nc(NC(=O)c3cccc(S(=O)(=O)N4CCc5ccccc54)c3)sc2C1 | 15 | 2 | -1 | -5 | 0 | 5 | -10 | -4 | 1 | -1 | 3
CC(=O)OC[C@@H]1CN(Cc2ccccc2)C[C@H](n2cnc3c(NC4CCC4)ncnc32)O1 | -5 | 5 | . | 2 | 0 | 2 | -9 | -19 | 6 | 10 | 0
O=C1/C(=C\c2ccc(O)cc2)SC(=S)N1Cc1ccccc1 | 5 | -2 | -2 | 6 | 6 | 9 | 15 | 13 | 6 | -19 | 22
COc1ccc(CC(=O)N(C)CC(=O)Nc2cccc(F)c2)cc1S(=O)(=O)N1CCOCC1 | 2 | -8 | -5 | -42 | 14 | -7 | -2 | 5 | -22 | -3 | 14
O=C(NCC1CCCO1)c1[nH]c(C(F)(F)F)nc1-c1ccccc1 (stereo not given) | -1 | -11 | . | 7 | 0 | -15 | 7 | 8 | -31 | -4 | -2
CCn1ncc(/C=N\NC(=O)Cc2ccc([N+](=O)[O-])cc2)c1C | -15 | 2 | 8 | -7 | 5 | 6 | -19 | -1 | -5 | 20 | 12
CCn1c(=N)n(CC(O)c2ccco2)c2ccccc21 (stereo not given) | -8 | -8 | -2 | -7 | 5 | -5 | 31 | 6 | 7 | -4 | -7
Cc1c(C)c2c(OCC(=O)N3CCC[C@H]3C(=O)O)cc3c(c2oc1=O)CCC(C)(C)O3 | 76 | -7 | -35 | 8 | -2 | -15 | 0 | 5 | 22 | -10 | 7
COc1cc(C2NC(=O)NC(c3ccccc3)=C2C(C)=O)cc(Cl)c1OCC(=O)O (stereo not given) | 3 | 5 | 0 | -8 | -11 | 13 | 2 | -7 | 6 | 14 | -7
CC(=O)N1CCC(N(CCN2CCOCC2)C(=S)Nc2cc(C)ccc2C)CC1 | -26 | 1 | -8 | 1 | -2 | 21 | -3 | 4 | 2 | -5 | 6
COc1ccc(-c2cn[nH]c2C)cc1OC | -1 | 1 | -1 | 29 | -4 | 1 | 10 | 34 | 28 | 5 | 15
CC(C)COc1ccc(Cc2cnc(N)nc2N)cc1 | 14 | 2 | 1 | -21 | -15 | 33 | 8 | -12 | 4 | -4 | 25
CSc1nc(C)cc(SCC(=O)Nc2ccc(Cl)cc2Cl)n1 | 14 | -6 | 0 | 2 | -20 | 4 | -10 | -7 | 24 | 0 | 12
Cn1c(CC(=O)Nc2ccccc2F)nnc1SCC(=O)Nc1nncs1 | -16 | -13 | -2 | -23 | 4 | -4 | 10 | -11 | 3 | 3 | -26
O=C(NCc1ccncc1)C1CCN(S(=O)(=O)Cc2ccccc2)CC1 | -10 | -6 | 1 | 10 | 2 | 12 | -4 | 6 | 20 | 16 | 26
CCCc1nn(C)c2c(=O)[nH]c(-c3cc(S(=O)(=O)N(CCO)CCO)ccc3OCC)nc12 | -32 | 10 | 0 | -6 | -2 | 7 | 4 | 17 | -22 | 4 | 12
O=C(CSc1ncc(-c2ccccc2)[nH]1)Nc1cccc(O)c1 | 9 | 0 | -10 | 4 | -5 | 1 | -15 | 2 | 3 | -12 | -26
O=c1ccc(-c2ccc(S(=O)(=O)Nc3ccccc3Cl)o2)n[nH]1 | 2 | -17 | 1 | 5 | 3 | -1 | 8 | -3 | 5 | -13 | 4
Cc1cc(NC(=O)C(C)Sc2nc(-c3cccs3)nc3ccccc23)no1 (stereo not given) | 22 | 23 | 4 | -7 | -16 | -2 | -3 | -4 | 8 | 7 | -6
Cc1ccc2ncnc(NCCCN3CCOCC3)c2c1 | -6 | -5 | 1 | 10 | -8 | -15 | 5 | 26 | 27 | 8 | 14
CCOC(=O)COc1c(Cl)cc(C2NC(=S)NC(c3ccccc3)=C2C(C)=O)cc1OCC (stereo not given) | 1 | -6 | -1 | 2 | -7 | 9 | -3 | 8 | 24 | -8 | -5
Cc1ccc(S(=O)(=O)NC(=NCC(=O)O)c2ccccc2)cc1 | -7 | -9 | -2 | 6 | 10 | 4 | 0 | 2 | -7 | 2 | -3
O=C(NCc1cccs1)C1CCCN(S(=O)(=O)c2ccc(Br)s2)C1 (stereo not given) | 13 | 5 | -8 | -43 | 4 | -10 | -1 | -18 | 8 | 5 | 15
O=S1(=O)N[C@@H](Cc2ccccc2)COc2cc(N3CCC[C@H]3CO)ccc21 | . | 6 | . | . | . | 6 | -13 | . | . | 31 | 9

Later entries.
SMILES | Shn3 3UTR inh | TRAIL sens C8 | EBV LMP1 NFkB | SRC1 inh | KKLEB cytotox | NR5A2 inv ag | TWEAK Fn14 block | NCOA3 inh | CF NFkB block | NR2F2 inh | TROY NFkB inh
CCCCCCOC(=O)C1=C(C)NC(=O)NC1c1ccc2c(c1)OCO2 (stereo not given) | 10 | -4 | 0 | 5 | 11 | -6 | -4 | -1 | -9 | 4 | 15
COc1ccc(/C=C/C(=O)O)cc1S(=O)(=O)N1CCCCC1 | -6 | -11 | -1 | -10 | 14 | 9 | 3 | 3 | -18 | -1 | -1
CC1=NC(C#N)=C(C#N)NC(C)(C)C1 | 11 | 13 | 3 | -26 | -1 | 8 | -16 | 14 | -19 | -29 | 1
CC(C)N1C(=O)CCC1C(=O)NCCc1ccc(Cl)cc1 (stereo not given) | -30 | 11 | 0 | 4 | -6 | 9 | 1 | -5 | -9 | 16 | 2
O=c1c(O)c(-c2cccs2)oc2ccccc12 | 7 | -1 | 2 | 5 | -1 | -4 | -3 | -5 | 18 | -10 | -23
O=C(NCCNS(=O)(=O)c1ccc(C(F)(F)F)cc1)N1CCOCC1 | -7 | 3 | -4 | -8 | -2 | 6 | 8 | -5 | -1 | -9 | -14

High-throughput results from PubChem BioAssay.
